# Hsp70 activator: Hsp70 transcriptional activators, primary screen, cell-based, HeLa, Hsp70 promoter luciferase, luminescence, 10 µM. 0.04% of 200,000 active. HeLa Hsp70 promoter luciferase reporter; scaled: vehicle 0, proteasome-inhibitor control 100%. AID 1203, 2008. activation, % at 10 µM;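 active means activation above the mean across all tested compounds plus 3 SD, cutoff set per campaign, cut at about 5.5% in these data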;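 further: 100% = MG132 at 30 µM as the positive control and 0% = DMSO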
# Diaphorase inh: diaphorase inhibitors and chemical oxidizers, primary screen, counter-screen for diaphorase-coupled primary assays, biochemical, uHTS, resorufin fluorescence. diaphorase resazurin-to-resorufin fluorescence, NADH, 16 min; bacterial (C. kluyveri) enzyme, not human. AID 1217, 2008. inhibition, % at 20 µM. 0.69% of 190,000 active;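 active means primary screen inhibition at 20 µM above a set limit, cut at about 50% in these data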;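 further: plate controls were DMSO with full reaction for no effect and wells lacking NADH for full effect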
#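 controls = No-NADH positive control and DMSO neutral control | system = Clostridium kluyveri diaphorase enzyme | timing = reaction incubation of 16 min at room temperature | signal = resorufin fluorescence 544/590 nm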
# G6PDH counter: L. mesenteroides G6PDH inhibitors, counter-screen for G6PDH-coupled screening assays, biochemical, Leuconostoc mesenteroides enzyme | inhibition, % at 5 µM | 0.12% of 200,000 active | Purified L. mesenteroides G6PDH, diaphorase/resazurin coupled fluorescence, 45 min | glucose-6-phosphate dehydrogenase [Leuconostoc mesenteroides]; in the data active means inhibition above about 50%
# STAT3 activator: IL-6 driven STAT3 reporter potentiators, primary screen, U3A cells, luciferase, luminescence, MLSCN library; IL-6 STAT3-luciferase reporter; 100% = signal with IL-6 EC80 alone; activation (% of control), % at 5.6 µM; 0.91% of 190,000 active; AID 871, 2007;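 active means activation above the screen-wide mean of compound activation plus 3 SD, cut at about 130% in these data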;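 further: 0% = background luminescence of wells with medium and substrate only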
#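 Assay system – human STAT1-deficient U3A cells with stable STAT3-luciferase reporter · Also added – IL-6 (33 ng/mL) · Schedule – compound 1 h, then IL-6 6 h at 37 °C · Technique – reporter luminescence signal · Evaluation – % activation versus median of IL-6-stimulated wells · Benchmarks – IL-6-only wells as 100% reference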
# STAT1 blocker: STAT1 signaling inhibitors, primary screen, cell-based, HTS, luciferase reporter; inhibition, % at 5.5 µM; 0.35% of 200,000 active; NIH 3T3 STAT1-luciferase reporter, IFN-gamma, luminescence; AID 920, 2007;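 active means inhibition above a set limit, the mean inhibition across all tested compounds plus 3 SD, cut at about 34% in these data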;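 further: 0% = IFN-gamma with DMSO and 100% = IFN-gamma with 300 µM nifuroxazide; values of inactives mirror those of a sister screen read the other way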
# STAT3 inh: IL-6 driven STAT3 reporter inhibitors, primary screen, U3A cells, luciferase, luminescence, MLSCN library; IL-6 STAT3-luciferase reporter; host cell line lacks STAT1; 0.89% of 190,000 active; inhibition, % at 5.5 µM; AID 862, 2007;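 active means inhibition above the mean inhibition across all screened compounds plus 3 SD, cut at about 44% in these data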;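 further: 0% = DMSO only wells and 100% = 100 µM nifuroxazide control wells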
# Diaphorase act: compounds boosting diaphorase resazurin reduction – biochemical, uHTS, resorufin fluorescence, counter-screen for diaphorase-coupled primary assays, primary screen; AID 1229, 2008; activation factor at 20 µM; Diaphorase/resazurin coupled assay, 16 min; hits give high values; 1 = vehicle wells, 0 = NADH-free wells; 0.005% of 190,000 active;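 active means diaphorase activity raised at least twofold by the compound at 20 µM; inactive means activation factor below 2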
#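 System – purified diaphorase enzyme from Clostridium kluyveri · Input – enzyme 0.07 U/mL final · Also added – final NADH 0.114 mM, resazurin 0.1 mM · Measured by – fluorescence of resorufin, 544 nm excitation, 590 nm emission · Timing – 16 min enzyme reaction, ambient temperature · Measure – resorufin increase flagging diaphorase activators or reducers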
# TLR4 MyD88 comp: inhibitors of TLR4-MyD88 association in cells, primary screen, cell-based, HeLa CL3-4, BLA complementation, FRET ratio. HeLa CL3-4 TLR4/MyD88 BLA complementation. inhibition, % at 8.4 µM. Toll-like receptor 4 (Homo sapiens) + Myeloid differentiation primary response protein …. 0.18% of 200,000 active; in the data active means inhibition above about 25%;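 further: 0% = vehicle and 100% = reference inhibitor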
# Target sequence (O00206 whole entry, looked up): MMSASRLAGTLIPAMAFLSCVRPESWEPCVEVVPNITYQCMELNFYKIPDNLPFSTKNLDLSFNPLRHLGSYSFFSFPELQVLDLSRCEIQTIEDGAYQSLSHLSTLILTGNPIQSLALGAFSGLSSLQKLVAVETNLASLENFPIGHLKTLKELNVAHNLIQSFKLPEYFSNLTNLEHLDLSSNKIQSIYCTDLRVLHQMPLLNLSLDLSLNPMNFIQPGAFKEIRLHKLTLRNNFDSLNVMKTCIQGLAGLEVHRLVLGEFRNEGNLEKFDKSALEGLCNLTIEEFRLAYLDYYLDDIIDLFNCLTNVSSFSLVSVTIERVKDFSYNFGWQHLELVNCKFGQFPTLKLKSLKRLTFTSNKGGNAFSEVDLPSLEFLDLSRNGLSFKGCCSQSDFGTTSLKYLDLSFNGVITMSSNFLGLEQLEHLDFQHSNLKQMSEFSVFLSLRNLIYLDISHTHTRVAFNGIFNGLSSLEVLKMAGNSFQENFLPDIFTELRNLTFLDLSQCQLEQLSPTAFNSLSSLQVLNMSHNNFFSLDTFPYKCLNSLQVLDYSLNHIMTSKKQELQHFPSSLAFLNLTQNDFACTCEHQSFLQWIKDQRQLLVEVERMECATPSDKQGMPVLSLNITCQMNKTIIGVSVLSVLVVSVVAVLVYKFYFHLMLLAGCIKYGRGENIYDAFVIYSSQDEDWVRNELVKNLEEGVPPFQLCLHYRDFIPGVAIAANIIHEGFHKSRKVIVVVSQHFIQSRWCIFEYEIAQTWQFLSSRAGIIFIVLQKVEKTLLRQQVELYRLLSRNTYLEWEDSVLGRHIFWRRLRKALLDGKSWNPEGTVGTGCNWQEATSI
# Target sequence (Q99836 whole entry, looked up): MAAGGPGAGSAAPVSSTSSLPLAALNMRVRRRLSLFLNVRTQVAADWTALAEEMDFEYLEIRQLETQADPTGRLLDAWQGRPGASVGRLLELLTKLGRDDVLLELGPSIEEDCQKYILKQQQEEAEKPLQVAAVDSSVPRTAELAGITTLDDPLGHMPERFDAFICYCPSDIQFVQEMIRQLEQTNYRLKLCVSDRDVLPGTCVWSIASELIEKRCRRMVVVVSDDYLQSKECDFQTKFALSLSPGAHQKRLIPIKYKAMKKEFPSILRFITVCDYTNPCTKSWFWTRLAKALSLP
# STAT1 act: STAT1 signaling activators, primary screen, cell-based, HTS, luciferase reporter; NIH 3T3 STAT1-luciferase reporter, IFN-gamma, luminescence; 100% = IFN-gamma alone, no compound; 2.6% of 200,000 active; activation (% of control), % at 5.5 µM;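 active means activation above the screen-wide mean activation plus 3 SD, cut at about 130% in these data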;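 further: raw ratio to IFN-gamma control signal so 100% means no change and 0% no light; values of inactives mirror those of a sister screen read the other way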
# APP 5UTR inh: inhibitors of APP translation via 5'UTR reporter, primary screen, APP 5'UTR luciferase, SH-SY5Y cells; AID 1285, 2008; 0.82% of 190,000 active; inhibition, % at 2 µM; SH-SY5Y APP 5'UTR-luciferase reporter, luminescence;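 active means inhibition above a set limit, derived from the sample mean plus 3 SD, cut at about 45% in these data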; further: values of inactives mirror those of a sister screen read the other way
# * marks the source's active call; other numbers are inactive results; . = no result given. Hits appear at their usual frequency. Share with any hit: about 6.1%.
SMILES,Hsp70 activator,Diaphorase inh,G6PDH counter,STAT3 activator,STAT1 blocker,STAT3 inh,Diaphorase act,TLR4 MyD88 comp,STAT1 act,APP 5UTR inh
CC(=O)Nc1ccc(S(=O)(=O)NCC(=O)OCC(=O)N2CCN(c3ccccc3)CC2)cc1,-0.4,4,-1,105,-4,-4,1,-8,103,-7
COc1ccc(S(=O)(=O)Cc2ccc(C(=O)N3CCN(c4ncccn4)CC3)o2)cc1,-0.1,.,.,103,-6,2,.,7,106,8
Nc1ccc(C(=O)OCC(=O)N2CCN(C(=O)c3ccco3)CC2)cc1[N+](=O)[O-],-0.3,-12,-11,99,11,2,1.1,-1,90,-21
COC(=O)c1ccc(Oc2nc(NC(C)C)nc(SC)n2)cc1,-0.3,5,9,100,2,3,1,15,98,-26
Fc1cccc(C2CCCCN2Cc2nc(C3CC3)no2)c1 (centres undefined),-0.5,21,5,97,-4,6,0.8,3,102,-3
C#CCNC(=O)C1=C[C@H](C2CCCCC2)C[C@H](OCc2ccc(CO)cc2)O1,0.8,6,10,.,9,.,0.9,-13,93,-6
COc1c([N+](=O)[O-])c(=O)oc2ccccc12,-0.2,5,4,93,-4,4,0.9,-9,104,4
O=C1CC(c2ccccc2Cl)C2=C(COC2=O)N1 (centres undefined),-0.1,-4,0,106,2,-2,1,-10,98,7
O=C(Nc1ccccc1)C1=C[C@@H](C2CCCCC2)C[C@@H](OCCCCO)O1,0.1,16,12,.,-25,.,0.8,6,125,-68
Cc1ccc(Cl)cc1N1CCN(c2cccc[n+]2C)CC1,-0.3,20,18,106,6,-5,0.8,-2,95,4
CCOc1ccc2nc(NCCCNS(=O)(=O)c3ccc(C)cc3)c(C#N)cc2c1,-0.6,24,4,103,-6,0,0.8,22,110,0
CCC(C)(C)NC(=O)C(c1cccnc1)N(CCOC)C(=O)Cn1nnc2ccccc21 (centres undefined),0.0,12,6,101,2,10,0.9,3,98,-3
CC(=O)c1c(C)oc(C)c1CSCc1ccc(C(=O)O)o1,-0.7,23,10,105,-6,2,0.8,17,106,6
Cc1cc(C)c2cc(C#N)c(NCCOC(=O)c3ccccc3C)nc2c1,-0.1,8,6,101,4,10,0.9,-4,97,-11
Cn1c(C2CCCCC2)nc2c1c(=O)[nH]c(=O)n2Cc1ccccc1,-0.6,17,4,108,-4,-4,0.8,-11,102,10
Cc1cc(C(=O)Nc2c(C)nn(Cc3ccccc3)c2C)on1,-0.2,9,-2,92,2,18,0.9,-2,98,-4
CCC1Oc2ccc(C)cc2N(CC(=O)NCC2COc3ccccc3O2)C1=O (centres undefined),-0.3,3,8,99,-3,6,1,-4,103,-2
N#C/C(=N\Nc1ccc(S(=O)(=O)N2CCCCC2)cc1)C(N)=S,-0.1,26,-1,85,6,17,0.7,-7,95,12
C=CCOC(=O)C1=C(C)OC(N)=C(C#N)C1c1ccc(OC)c(CSc2ccccn2)c1 (centres undefined),-0.1,22,-8,100,2,-2,0.8,-25,98,4
COc1cc(/C=N/NC(=S)Nc2cccc(Cl)c2C)ccc1OCC(=O)N1CC(C)OC(C)C1 (centres undefined),-0.2,54*,-24,107,6,-7,0.5,-15,94,-11
CC(/C=C/c1ccccc1)=N\NC(=O)Cn1nc(C)cc1C,-0.3,-1,6,94,14,10,1,11,88,8
Clc1ccc(-c2nnc3sc(-c4ccccn4)nn23)cc1,0.1,5,-5,89,0,18,1,-6,100,9
COc1cccc(CNC(=O)C2=Cc3cccc(OC)c3OC2)c1,-0.2,3,4,97,18,6,1,-8,83,-4
O=C(CSc1ncnc2c1cnn2-c1ccccc1Cl)N1CCN(C(=O)c2ccco2)CC1,-0.2,17,9,93,-1,17,0.8,-12,101,-6
O=C(CC1CCCC1)Nc1nnc(C2CC2)s1,0.0,20,5,106,-12,-2,0.8,2,110,-16

# Some of the entries so far, bar-delimited.
SMILES | Hsp70 activator | Diaphorase inh | G6PDH counter | STAT3 activator | STAT1 blocker | STAT3 inh | Diaphorase act | TLR4 MyD88 comp | STAT1 act | APP 5UTR inh
COc1cc(/C=N/NC(=S)Nc2cccc(Cl)c2C)ccc1OCC(=O)N1CC(C)OC(C)C1 (centres undefined) | -0.2 | 54* | -24 | 107 | 6 | -7 | 0.5 | -15 | 94 | -11
CC(/C=C/c1ccccc1)=N\NC(=O)Cn1nc(C)cc1C | -0.3 | -1 | 6 | 94 | 14 | 10 | 1 | 11 | 88 | 8
Clc1ccc(-c2nnc3sc(-c4ccccn4)nn23)cc1 | 0.1 | 5 | -5 | 89 | 0 | 18 | 1 | -6 | 100 | 9

# Next section:
SMILES,Hsp70 activator,Diaphorase inh,G6PDH counter,STAT3 activator,STAT1 blocker,STAT3 inh,Diaphorase act,TLR4 MyD88 comp,STAT1 act,APP 5UTR inh
Cc1cccc(NC(=S)NC23CN4CN(CN(C4)C2)C3)c1,-0.1,4,-2,102,1,4,1,-7,97,-14
Cc1cc(C)cc(N(CC(=O)NCc2ccco2)S(=O)(=O)c2c(C)noc2C)c1,0.2,24,6,100,2,9,0.8,-3,99,-1
CCOC(=O)c1c(NC(=O)COC(=O)CNC(=O)c2ccco2)sc(C)c1C,-0.4,11,-4,94,-3,12,0.9,-3,103,-1
CCn1c(C(=O)N2CCc3ccccc3C2)cc2oc3ccccc3c21,-0.1,0,8,95,8,11,1,9,93,-19
COc1ccc(N2CCN(C(CNC(=O)OCc3ccccc3)c3ccco3)CC2)cc1 (centres undefined),-0.3,13,1,101,-1,0,0.9,-2,101,-19
COc1cc2c(cc1OC)-c1cc(N3CCCCCC3)nc(=O)n1CC2,-0.4,12,15,114,-4,-13,0.9,4,104,-13
C#CCSc1nsc(SCC#C)c1C#N,0.2,14,-6,91,3,15,0.9,-4,97,7
O=C(CCC(=O)N1CCN(S(=O)(=O)c2ccc3ccccc3c2)CC1)Nc1cc(Cl)cc(Cl)c1,-0.4,4,-1,100,-19,3,1,-2,117,-26
Cc1onc(-c2ccccc2Cl)c1C(=O)Nc1nnc(-c2ccc(F)cc2)s1,-0.3,10,-12,91,-7,16,0.9,-5,106,9
Cc1cccc(OCC(=O)N/N=C\c2cc3c(cc2[N+](=O)[O-])OCO3)c1C,-0.2,17,-5,85,6,23,0.8,6,95,16
O=C(CCNc1ccc(Cl)c(C(F)(F)F)c1)c1ccco1,0.0,16,9,78,9,28,0.8,17,90,-29
CC[C@H]1OC(=O)[C@H](C)[C@@H](O[C@H]2C[C@@](C)(OC)[C@@H](O)[C@H](C)O2)[C@H](C)[C@@H](O[C@@H]2O[C@H](C)C[C@H](N(C)C)[C@H]2O)[C@](C)(OC)C[C@@H](C)C(=O)[C@H](C)[C@@H](O)[C@]1(C)O,-0.1,23,12,.,.,.,0.8,.,.,.
O=S(=O)(Nc1cccc(CCc2ccccn2)c1)c1ccc2ccccc2c1,-0.4,25,9,100,10,11,0.8,-7,91,-8
COC(=O)c1ccc(C(NC(=O)OCc2ccccc2)/C(C)=C/[C@@H](C)C(=O)NCc2ccc(OC)c(OC)c2)cc1 (some centres undefined),-0.1,28,17,111,-6,-16,0.7,-8,106,4
CCCCNC1C(CC)C(CCC)C(C#N)(C#N)C1(C#N)C#N (centres undefined),-0.2,13,17,101,4,4,0.9,-4,96,.
Cc1cc(C(=O)COc2ccccc2C(N)=O)c(C)n1CC1CCCO1 (centres undefined),-0.5,7,6,44,24,73*,0.9,5,77,-22
O=C(NCc1ccccn1)[C@H]1C[C@@H]1[C@H](NP(=O)(c1ccccc1)c1ccccc1)c1ccccc1,0.6,10,15,101,-6,-4,0.9,4,105,-1
CCOc1ccc(NC(C)C(=O)N/N=C/c2cccs2)cc1 (centres undefined),-0.3,7,-1,93,-4,8,0.9,5,103,-22
COc1ccc2c(c1)-c1ccccc1S(=O)(=O)N2C,-0.2,13,6,98,0,7,0.9,-15,100,-6
NC(=O)c1cc2cc([N+](=O)[O-])ccc2oc1=O,-0.3,0,3,99,2,1,1,13,98,10
CSc1nc(-c2ccc(C)cc2)[nH]c1S(=O)(=O)c1ccccc1,0.2,19,2,104,4,0,0.8,-9,96,5
COc1ccc2c(c1)C(c1ccc(C)o1)=NNC(c1cccnc1)=N2,-0.4,12,8,102,-1,0,0.9,4,99,-11
COc1ccc(C)cc1S(=O)(=O)N1CCC(C)CC1,-0.3,3,10,100,-5,5,1,-3,104,-6
CC(C)CC(=O)O/N=C1\C(=O)N(Cc2ccc(Cl)cc2)c2ccc([N+](=O)[O-])cc21,-0.5,25,12,113,-2,-10,0.7,12,102,.

# In the list so far, 5 have a nitro group on carbon.
SMILES,Hsp70 activator,Diaphorase inh,G6PDH counter,STAT3 activator,STAT1 blocker,STAT3 inh,Diaphorase act,TLR4 MyD88 comp,STAT1 act,APP 5UTR inh
Nc1ccc(C(=O)OCC(=O)N2CCN(C(=O)c3ccco3)CC2)cc1[N+](=O)[O-],-0.3,-12,-11,99,11,2,1.1,-1,90,-21
COc1c([N+](=O)[O-])c(=O)oc2ccccc12,-0.2,5,4,93,-4,4,0.9,-9,104,4
Cc1cccc(OCC(=O)N/N=C\c2cc3c(cc2[N+](=O)[O-])OCO3)c1C,-0.2,17,-5,85,6,23,0.8,6,95,16
NC(=O)c1cc2cc([N+](=O)[O-])ccc2oc1=O,-0.3,0,3,99,2,1,1,13,98,10
CC(C)CC(=O)O/N=C1\C(=O)N(Cc2ccc(Cl)cc2)c2ccc([N+](=O)[O-])cc21,-0.5,25,12,113,-2,-10,0.7,12,102,.

# Screening data from PubChem.
